Siah-1 displacement: Siah-1 peptide-binding antagonists, primary screen, biochemical, fluorescence polarization, rhodamine-plectin, uHTS (AID 1817); Siah-1 / rhodamine-plectin peptide fluorescence polarization; higher % means a stronger effect; displacement, % at 20 µM; hits with a dose series show IC50 in µM; actives 0.02% (n = 290,000);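 active = displacement of at least 50% at 20 µM, with a fluorescence ratio check between 0.3 and a set limit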;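 also: plate controls were Siah plus tracer with DMSO for no effect and tracer alone without Siah for full effect; strong numbers were not always called active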
Dynein transport: dynein cargo transport inhibition; 3617.4 mouse cells, GR-EGFP nuclear translocation imaging; test concentration mostly 20 µM; stimulated with dexamethasone, 1 µM; stronger effect = lower value; z-score, hits read low; AID 1381; actives 0.47% (n = 220,000);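 active = plate z-score of nuclear minus cytoplasmic receptor signal below a set negative limit, without overly bright fluorescence or cell loss, cut at about -3.5 in these data, passing the limit was not always enough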;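 also: z-score of nuclear minus cytoplasmic ring GR-EGFP intensity difference per well; some compounds called inactive have numbers as strong as hits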
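Buffer or medium: Induction medium lacking tetracycline, stripped serum | Also added: Dexamethasone agonist, 1.0 µM final, for 30 min | Timing: 48 h induction, 1 h compound, 30 min dex at 37 °C | Detection: Formaldehyde fixation, Hoechst nuclear stain, 10x automated fluorescence imaging | Measure: Nuclear versus cytoplasmic GR-EGFP signal, averaged per well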
human PMI inhibitors: human PMI inhibitors, high substrate, primary screen, biochemical, fluorescence intensity, high mannose 6-phosphate (AID 1220); recombinant PMI enzyme, coupled fluorescence intensity; higher % means a stronger effect; inhibition, % at 20 µM; hits with a dose series show IC50 in µM; actives 0.66% (n = 190,000)
XIAP displacement: small molecules displacing peptide from XIAP – biochemical, IAP family, fluorescence polarization (AID 1018); XIAP BIR domain, fluorescence polarization peptide displacement; higher % means a stronger effect; displacement, % at 20 µM, or IC50 in µM where a hit was titrated; actives 0.007% (n = 200,000); in the data active = displacement above about 50%; also: a part of the inactive calls stands beside numbers as strong as those of hits
LYP phosphatase: inhibitors of LYP phosphatase, biochemical, fluorescence intensity, uHTS (AID 1779); recombinant LYP phosphatase, fluorescence intensity; higher % means a stronger effect; inhibition, % at 11.5 µM; hits with a dose series show IC50 in µM; actives 0.054% (n = 290,000);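 also: plate controls were vehicle with enzyme for no effect and no enzyme for full effect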
human PMI inhibition: MPI enzyme activity inhibition – biochemical, fluorescence intensity, coupled assay, primary screen (AID 1209) | one-dose inhibition, % at 20 µM; IC50 in µM for titrated hits | purified PMI enzyme, coupled fluorescence intensity; higher % means a stronger effect | actives 0.42% (n = 190,000);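 also: plate controls were DMSO vehicle for no effect and wells lacking substrate for full effect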
P. falciparum M1AAP: malaria alanyl aminopeptidase activity blockers – biochemical, fluorogenic H-Leu-NHMec substrate, 1536-well (AID 1445); recombinant M1AAP, H-Leu-NHMec fluorogenic kinetic assay; higher % means a stronger effect; one-dose inhibition, % at 30 µM; IC50 in µM for titrated hits; actives 0.42% (n = 220,000);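 active = primary inhibition above the hit cutoff, then over 50% inhibition at one or more dose response concentrations, cut at about 23% in these data, passing the limit was not always enough; inconclusive = conflicting primary data, or primary hits not chosen for dose response; inactive = low primary inhibition, or under 50% at every dose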;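 also: plate controls were DMSO full reaction for no effect and no enzyme background for full effect; strong numbers were not always called active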
P. falciparum M17LAP: P. falciparum M17LAP inhibitors, primary screen, biochemical, fluorogenic H-Leu-NHMec substrate, 1536-well (AID 1619) | recombinant M17LAP, H-Leu-NHMec fluorogenic kinetic assay; higher % means a stronger effect | inhibition, % at 30 µM; hits with a dose series show IC50 in µM | actives 0.38% (n = 220,000);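 active = compound inhibiting the enzyme by more than half at any dose during confirmatory dose-response retesting; inconclusive = strong single-dose inhibitors picked by rank but not retested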;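 also: plate controls were full reaction with DMSO carrier for no effect and no enzyme background for full effect; strong numbers were not always called active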
AID2073: disruptors of CaV2.2 binding to Mint1 – biochemical, HTRF (AID 2073) | HTRF protein-protein interaction, Mint1-CaV2.2; higher % means a stronger effect | inhibition, % at 20 µM, or IC50 in µM where a hit was titrated | actives 0.19% (n = 290,000); in the data active = inhibition mostly above about 51%, no sharp cut-off; inconclusive = no clear call, values can overlap the other calls; inactive = mostly below about 53%; also: some results filed as inactive read as strong as hits
Dynein transport cytoplasmic EGFP: also measured in Dynein transport; calls as there; z-score; measured here: cytoplasmic GR-EGFP intensity; stronger effect = higher value
Dynein transport nuclear GR-EGFP: further read-out of Dynein transport, marked with its call; z-score; measured here: nuclear GR-EGFP intensity;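 lower value marks the stronger effect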
Dynein transport cell count: further read-out of Dynein transport, marked with its call; z-score; measured here: cell count per field
* marks the source's active call; other numbers are inactive results; ? = inconclusive; . = not tested or not shown. Rule as the data show it, unless noted: active = inhibition above about 50%; inactive = the rest.

Siah-1 displacement	Dynein transport	Dynein transport cytoplasmic EGFP	Dynein transport nuclear GR-EGFP	Dynein transport cell count	human PMI inhibitors	XIAP displacement	LYP phosphatase	human PMI inhibition	P. falciparum M1AAP	P. falciparum M17LAP	AID2073	mol
-2%	-0.0046	-0.24	0.15	0.71	-7%	-7.8%	-2%	4%	7%	1%	0%	O=C(N/N=C/c1ccc(OC(=O)c2ccc3c(c2)OCO3)cc1)c1cncc(Br)c1
2%	-0.52	-0.25	-0.25	0.21	13%	-1.7%	-6%	18%	-2%	2%	4%	COC(=O)c1cc(C(=O)OC)cc(N2C(=O)CC(N3CCN(c4ccccc4)CC3)C2=O)c1 (stereo unspecified)
1%	1.1	-0.16	0.92	-0.92	6%	-2.9%	1%	7%	6%	0%	12%	Cc1nn(-c2ccc(F)cc2)c2sc(C(=O)OC3CCOC3=O)cc12 (stereo unspecified)
2%	-0.27	-0.18	-0.017	0.32	-4%	-7.3%	-9%	-6%	-1%	-8%	-7%	COCCN(C)Cc1cn(-c2ccc(F)cc2F)nc1-c1ccccc1C
-3%	1.6	0.057	1.7	-2.3	-8%	-7.4%	-2%	2%	15%	2%	25%	O=C(NCc1ccco1)C(c1ccccc1F)N(CC1CCCO1)C(=O)Cn1nnc2ccccc21 (stereo unspecified)
-2%	-0.28	-0.37	-0.68	0.76	-22%	-6.8%	-9%	-18%	-1%	1%	3%	C=CCOc1ccccc1CNCCc1ccc(S(N)(=O)=O)cc1
3%	-0.12	-0.19	0.45	1.1	9%	-0.1%	-2%	16%	2%	1%	38%	CC(=O)N1N=C(c2cccc([N+](=O)[O-])c2)OC1c1ccc(Cl)cc1Cl (stereo unspecified)
5%	1.4	0.18	0.93	-0.094	3%	-1.8%	-2%	4%	4%	10%	12%	COC(=O)C1CCN(C(c2cc(OC)c(OC)c(OC)c2)c2sc3nc(C)nn3c2O)CC1 (stereo unspecified)
2%	1.8	0.12	0.6	-1.5	-3%	-0.3%	-6%	-3%	5%	57%	1%	CCCS(=O)(=O)N1CCCC(C(=O)NCCCN2CCN(c3ccccc3F)CC2)C1 (stereo unspecified)
6%	-0.77	-0.0076	-0.072	0.79	-5%	-5.0%	-3%	-10%	4%	-3%	1%	Cc1cc(NC(=O)COC(=O)c2ccc(S(=O)(=O)N3CCCC3)cc2)no1
3%	0.35	-0.23	-0.16	0.77	8%	-6.2%	-7%	12%	3%	-4%	-5%	CC(Sc1nncn1C)C(=O)Nc1ccccc1-c1ccccc1 (stereo unspecified)
7%	0.61	-0.17	0.55	-1.1	-7%	-6.0%	-7%	-10%	4%	-2%	10%	NC(=O)CSc1nnc(CSc2ncccn2)n1-c1ccccc1
5%	1.6	-0.15	0.83	-0.86	-4%	-2.2%	-4%	4%	4%	15%	-9%	O=[N+]([O-])c1ccc(/C=N/NC(=S)Nc2ccccc2F)o1
24%	0.089	-0.3	0.09	-0.55	-8%	-8.0%	-4%	0%	6%	-4%	17%	CC1CCC(NC(=O)CN(C)S(=O)(=O)c2cnc[nH]2)CC1 (stereo unspecified)
-3%	0.99	-0.22	0.11	0.018	18%	0.0%	10%	24%	1%	9%	-30%	CCOC(=O)c1c(NC(=O)C(Sc2ccccc2)c2ccccc2)sc(C(N)=O)c1C (stereo unspecified)
-1%	-0.85	-0.34	-0.8	1.3	-16%	-4.1%	-7%	-21%	2%	-3%	-1%	O=c1nc2n(Cc3ccccc3)c3ccccc3cc-2c(=O)[nH]1
-1%	0.12	-0.27	-0.19	0.66	-1%	-12%	5%	2%	8%	40%	5%	CCOC(=O)c1ccc(NC(=O)c2cc(S(=O)(=O)N3CCOCC3)ccc2O)cc1
5%	0.44	-0.23	0.68	-0.35	.	.	-6%	.	-5%	-13%	9%	Cc1cccc(NC(=O)C2COc3ccccc3O2)n1 (stereo unspecified)
-3%	-0.45	-0.22	-0.17	0.28	13%	-9.9%	-3%	9%	0%	-3%	-3%	Cc1c(NC(=O)c2ccc3c(c2)OCO3)cccc1-c1nc2ncccc2o1
-3%	-2.6	8.1	0.66	0.17	2%	-3.2%	-1%	8%	6%	18%	-29%	C=CCn1c(C)cc(C(=O)CSc2nc3ccccc3c(=O)[nH]2)c1C
1%	0.75	-0.2	0.96	-0.023	-7%	-2.9%	3%	-7%	9%	6%	7%	CCOC(=O)c1cc(C(C)=O)n2ccccc12
8%	-0.83	-0.26	-0.69	0.68	.	.	2%	.	-5%	-6%	6%	CNC(=O)Cn1c(C)cc(=O)c2cccc(C)c21
-3%	-0.57	-0.28	-0.03	0.19	-5%	-0.8%	-11%	-4%	9%	14%	1%	COCCNC(=O)CN(C(=O)Cn1nnc2ccccc21)c1ccc(F)c(Cl)c1
-1%	-0.34	-0.32	-0.028	0.28	-10%	-4.5%	1%	-9%	0%	-5%	18%	COc1ccccc1N(CN1C(=O)c2ccccc2C1=O)C(=O)c1cccnc1
2%	0.82	-0.22	0.88	-0.75	-102%	-1.8%	-5%	-60%	2%	-6%	9%	CCOC(=O)c1c2c3c(c(Cl)ccc3[nH]c1=O)C(=O)c1ccccc1-2
9%	2.5	-0.24	1.6	-1.3	-10%	-1.1%	-1%	11%	0%	6%	16%	C=CCn1c(=O)c(C(=O)Nc2ccccc2S(N)(=O)=O)c(O)c2ccccc21
3%	0.58	0.077	1.7	-1	-4%	-7.0%	-3%	-5%	12%	-274%	?	Cc1c(O)ccc2c(CN3CCN(CCO)CC3)cc(=O)oc12
-8%	-0.14	-0.23	-0.32	1.6	.	.	-4%	.	-2%	4%	-3%	COCCN1C(=O)C(=O)/C(=C(/O)c2ccc(S(=O)(=O)N3CCOCC3)cc2)C1c1ccc(O)cc1 (stereo unspecified)
1%	0.33	-0.31	0.46	0.45	-5%	0.2%	-4%	-1%	12%	6%	1%	O=C(COc1ccc(Cl)cc1[N+](=O)[O-])N1CCCCCC1
1%	-0.56	-0.21	-0.13	-0.13	-14%	1.7%	-3%	-21%	2%	22%	6%	CCc1ccc2nc3sc(C(=O)O)cc3cc2c1

Retrieved one by one from the entries so far, six records:
Siah-1 displacement	Dynein transport	Dynein transport cytoplasmic EGFP	Dynein transport nuclear GR-EGFP	Dynein transport cell count	human PMI inhibitors	XIAP displacement	LYP phosphatase	human PMI inhibition	P. falciparum M1AAP	P. falciparum M17LAP	AID2073	mol
9%	2.5	-0.24	1.6	-1.3	-10%	-1.1%	-1%	11%	0%	6%	16%	C=CCn1c(=O)c(C(=O)Nc2ccccc2S(N)(=O)=O)c(O)c2ccccc21
-1%	0.12	-0.27	-0.19	0.66	-1%	-12%	5%	2%	8%	40%	5%	CCOC(=O)c1ccc(NC(=O)c2cc(S(=O)(=O)N3CCOCC3)ccc2O)cc1
1%	0.75	-0.2	0.96	-0.023	-7%	-2.9%	3%	-7%	9%	6%	7%	CCOC(=O)c1cc(C(C)=O)n2ccccc12
2%	0.82	-0.22	0.88	-0.75	-102%	-1.8%	-5%	-60%	2%	-6%	9%	CCOC(=O)c1c2c3c(c(Cl)ccc3[nH]c1=O)C(=O)c1ccccc1-2
8%	-0.83	-0.26	-0.69	0.68	.	.	2%	.	-5%	-6%	6%	CNC(=O)Cn1c(C)cc(=O)c2cccc(C)c21
-3%	-2.6	8.1	0.66	0.17	2%	-3.2%	-1%	8%	6%	18%	-29%	C=CCn1c(C)cc(C(=O)CSc2nc3ccccc3c(=O)[nH]2)c1C

Next part.
Siah-1 displacement	Dynein transport	Dynein transport cytoplasmic EGFP	Dynein transport nuclear GR-EGFP	Dynein transport cell count	human PMI inhibitors	XIAP displacement	LYP phosphatase	human PMI inhibition	P. falciparum M1AAP	P. falciparum M17LAP	AID2073	mol
-1%	0.37	-0.24	-0.52	-0.3	1%	-1.8%	0%	3%	6%	0%	3%	Cc1cccc(NC(NC(=O)c2cccnc2)C(Cl)(Cl)Cl)c1 (stereo unspecified)
7%	0.63	-0.33	1.1	-0.94	11%	-7.5%	9%	14%	-6%	-2%	2%	COc1ccc(CCNC(=O)c2ccc(N(C)S(=O)(=O)c3ccc(C)cc3)cc2)cc1
-1%	2.8	-0.29	1.8	-0.52	17%	-4.0%	7%	22%	1%	5%	-4%	CSCCC1NC2(C(=O)Nc3c2ccc(Cl)c3C)[C@@H]2C(=O)N(C3CCCC3)C(=O)[C@H]12 (stereo partly specified)
0%	1.3	0.038	1.1	-1.7	.	.	-7%	.	5%	12%	42%	Cc1cccc(NC(=O)c2cc3c(s2)-c2c(C)cccc2OC3)n1
0%	-0.33	0.35	-0.035	0.68	11%	-3.5%	0%	-1%	3%	-1%	16%	Cc1c(O)ccc(C(=O)COc2ccccc2F)c1O
8%	-0.037	-0.29	0.021	0.63	-4%	-4.6%	-10%	-2%	-2%	23%	9%	COC(=O)Cc1c(C)nc2nc(-c3ccc(C)cc3)[nH]n2c1=O
0%	-1	-0.35	-0.45	0.36	10%	-2.5%	-1%	9%	12%	9%	-8%	O=c1oc2ccccc2n1CSc1nc2ccccc2s1
8%	-1.1	0.39	-0.56	-5	10%	-4.1%	-11%	8%	-1%	-10%	13%	CCCCOc1ccc(C(=O)OC(C)CN(C)C)cc1 (stereo unspecified)
4%	0.95	-0.28	0.33	-0.26	.	.	-3%	.	1%	6%	44%	C/C(=N\Nc1ccc(C#N)cc1[N+](=O)[O-])c1ccc(O)cc1
-3%	0.35	-0.25	0.34	0.63	10%	-2.0%	-1%	8%	12%	1%	18%	CCOC(=O)Cc1cc(=O)n2[nH]c(C)c(-c3ccc(OC)cc3)c2n1

Hits appear at their usual frequency; 2.1% or so of the library scored in one or more.
